High-throughput results as filed in PubChem BioAssay.
S3 lipid droplet: qHTS Assay for Lipid Storage Modulators in Drosophila S3 Cells; Drosophila S3 cells, BODIPY lipid droplet fluorescence, 18-24 h; cells fed with added oleic acid; Potency in µM for hits, for the others lipid storage change, negative = inhibition, % at the top dose, mostly 46.1 µM; 0.64% of 320,000 active; AID 2685; active means well fitted inhibition curve with a large enough effect in the signal ratio, with a control signal flat, not every such curve was filed as active; inconclusive means small, poorly fitted or top-dose-only effect, or effect the other way, or a change in a side signal; the % refers to the signal ratio
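Drosophila S3 cells loaded with oleic acid (400 uM, as added) and compounds at several concentrations; lipid droplets imaged by 488-nm laser-scanning cytometry, 500–530 nm intensity and object ratio to cell channel. Percent activity normalized to 20 uM Triacsin C.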
S3 lipid droplet cell count max: second read-out of S3 lipid droplet, no call of its own (marks repeat the call); cell number change, %; measured here: cell count max response;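 cells counted by Cell Tracker Red CMTPX staining in the red channel; peak over a dose series mostly up to 46.1 µM; percent activity relative to internal control wells on each plate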
The depositor's hits bear a star; i = inactive; ? = inconclusive; . = not tested or not shown; [ ] = another dose, or the depositor's remark. On the % scale 0 is the no-effect control and ±100 the full control effect; potency means the concentration at half of the fitted maximal effect.

SMILES | S3 lipid droplet | S3 lipid droplet cell count max
CCOc1cc(/C=C2\C(=O)ON=C2c2ccccc2)cc(Br)c1O | ? | .
O=C1/C(=C/c2cccnc2)N=C2CCCCCN12 | ? | .
O=C(O)COc1c(Cl)cc(/C=C2/NC(=O)NC2=O)cc1Br | 5% | .
CCC(C)NC(=O)C(=O)NC1CCCC1 (stereo not given) | -4% | -13
COc1ccccc1N1CCN(C(=O)C2CCN(S(=O)(=O)c3ccc(Cl)cc3)CC2)CC1 | 9% | 2
O=C1C2CC=CCC2C(=O)N1c1nc2n(n1)C(c1ccccc1)CC(c1ccccc1)N2 (stereo not given) | ? | .
CCOC(=O)c1nn(-c2ccc(OCC)cc2)c(C)c1C(C)=O | 22% | .
COc1ccc(NC(=O)CSc2nnc3ccc(-c4ccccn4)nn23)c(OC)c1 | 1% | 2
Cc1ccc2nc(SCC(=O)Nc3ccc4c(c3)OCCO4)nc(=O)n2c1 | ? | .
Cc1nc(N2CCOCC2)[nH]c(=O)c1C(O)C(Cl)(Cl)Cl (stereo not given) | ? | .
Cn1nnc(NC(=O)c2cccc(OCc3ccccc3)c2)n1 | ? | .
O=C(NCC1CCCN1S(=O)(=O)c1cccs1)c1cccc([N+](=O)[O-])c1 (stereo not given) | i | .
Cn1c(=O)c2ncn(CC(=O)Nc3nc(-c4ccc(Cl)cc4)cs3)c2n(C)c1=O | 4% | 16
COCCNC(=O)C12CC3CC(CC(Cl)(C3)C1)C2 | -8% | 18
O=C(NC1CCCCC1)C(c1ccccc1F)N(Cc1ccco1)C(=O)Cn1nnc2ccccc21 (stereo not given) | ? | .
Cc1[nH]nc2nc(SCC(=O)NC3CCCCC3)n(-c3ccc(Br)cc3)c(=N)c12 | i | .
O=C(O)CCn1cc(C2CC(c3ccccc3)=NN2c2ccccc2)c(-c2ccccc2)n1 (stereo not given) | i | .
Nc1nc2ccc(C(=O)NCCOC(=O)C3CCCCC3)cc2s1 | -19% | -1
Cc1ccc2c(CN3CCC(C)CC3)cc(=O)oc2c1C | ? | .
Cc1cccc(NC(=O)NC(=O)c2ccccc2)n1 | 5% | 4
COc1ccc(NC(=S)N2CCN(S(C)(=O)=O)CC2)cc1OC | 8% | 22
COc1ccc(OC)c(N/C(C)=C/C(=O)c2ccccc2)c1 | ? | .
Cc1c(C(=O)N(Cc2ccc(N(C)C)cc2)CC2CCCO2)oc2ccccc12 (stereo not given) | i | -11
C/C(=N\NC(=O)c1ccco1)c1cccc2ccccc12 | i | 21
Cc1ccsc1C(=O)N1CCN(c2ccccn2)CC1 | ? | .
CCOC(=O)C(C)Sc1nc2c(c(-c3cccs3)c1C#N)CCC2 (stereo not given) | ? | .
COc1ccc(N2CCN(C(=O)CNC(=O)c3cccs3)CC2)cc1 | ? | .
CCC(=O)N1c2ccc(S(=O)(=O)NCCc3ccc(C)cc3)cc2CC1C (stereo not given) | -24% | .
CCc1ccc2c(c1)C(=O)c1ccccc1C2=O | ? | .
Cc1c(CCC(=O)NCCC(=O)O)c(=O)oc2c(C)c3oc4c(c3cc12)CCCC4 | -1% | 13
COC(=O)c1ccccc1NC(=O)CSc1nc(NC(=O)c2ccccc2)c2c(C)c(C)oc2n1 | ? | .
CCOc1ccc(CNC(=O)CCCC(=O)n2ncc3cc(C)ccc32)cc1 | i | 18
CCC(c1nnnn1Cc1ccccc1)N(Cc1cc2cc(OC)ccc2[nH]c1=O)CC1CCCO1 (stereo not given) | ? | .
COC(=O)c1cccc(NS(=O)(=O)c2ccc(OC)cc2)c1C | ? | .
COc1ccc(CCNS(=O)(=O)c2cc3c4c(c2)CCN4C(=O)CC3)cc1OC | ? | .
O=C(Nc1nccs1)NC(C(F)(F)F)C(F)(F)F | ? | .
COc1cccc(/C=N/NC(=O)Cn2ccnc2C)c1 | ? | .
COc1ccc2c(c1OC)C(=O)OC2Nc1nc(-c2cc3ccccc3oc2=O)cs1 (stereo not given) | 2% | -5
Cc1ccc(NC(=O)COc2ccc(/C(N)=N/O)cc2)cc1C | 17% | 3
O=S(=O)(c1ccc(Cl)nc1)N1CCN(c2ncccn2)CC1 | -8% | 2
CSC(=NC#N)N1CCN(C(c2ccccc2)c2ccccc2)CC1 | ? | .
CCCC/C(O)=C1\C(=O)CC(C)(C)CC1=Nc1ccc(OC)cc1 | ? | .
CCOc1cc(OCC)c(C(C)=O)cc1OCC | i | .
Cc1ccc(-n2nc3c(=O)n(CCCC(=O)NCc4ccc(Cl)cc4)nc(C)c3c2C)cc1 | 9% | -6
Clc1ccc2nnc(Cl)n2n1 | 2% | 10
Cn1c(CCC(=O)OCC(=O)Nc2ccc(Oc3ccccc3)cc2)nc(=O)c2ccccc21 | 0% | 0
COc1ccc(-c2sc3ccc(N4CCOCC4)cc3c2-c2ccc(OC)c(F)c2)cc1 | 24% | 18
CCCOc1ccccc1C(=O)N(Cc1cccc(Br)c1)C1CCS(=O)(=O)C1 (stereo not given) | i | -4
Cn1ncc(Br)c1C(=O)Nc1c(F)c(F)cc(F)c1F | 0% | 3
O=C(O)c1cc(O)c2c(c1)[C@@H]([C@H]1c3cc(C(=O)O)cc(O)c3C(=O)c3c(O[C@@H]4O[C@H](CO)[C@@H](O)[C@H](O)[C@H]4O)cccc31)c1cccc(OC3O[C@H](CO)[C@@H](O)[C@H](O)[C@H]3O)c1C2=O (stereo not given in full) | -19% | -13
CCc1noc(C)c1C(=O)OCC(=O)N(C)c1c(N)n(Cc2ccccc2)c(=O)[nH]c1=O | ? | .
Cc1cc(C(=O)OCC(=O)NCCC(C)C)c2ccccc2n1 | ? | .
CSc1cccc(NC(=S)NCCCO)c1 | 9% | 20
Cc1c(NC(=O)c2cc(C3CC3)on2)c(=O)n(-c2ccccc2)n1C | ? | .
O=C(c1ccc(Cl)cc1)N1CCN(CCc2ccccn2)CC1 | ? | .
CSc1nnc(C)c(=O)n1COC(=O)COc1ccccc1F | -2% | 1
COc1ccc(CCNC(=O)C(C)SCc2ccccc2)cc1 (stereo not given) | ? | .
NNc1nc2sc3c(c2c(=O)[nH]1)CCc1ccccc1-3 | 8% | 10
Cc1ccc(S(=O)(=O)N(C)c2ccccc2C(=O)N2CCOCC2)cc1 | -24% | 5
CC(Oc1ccc(Br)cc1)C(=O)NNC(=O)CCN1CCN(c2ccccc2)CC1 (stereo not given) | -12%[0.0737 µM] | 1
(continued)
SMILES | S3 lipid droplet | S3 lipid droplet cell count max
Cc1ccc2cccc(NC(=S)NC(=O)c3ccn(C)n3)c2n1 | ? | .
COc1ccccc1NC(=O)C(C)Sc1nnnn1C (stereo not given) | ? | .
CN(C)c1ccc(-c2ccccc2)nn1 | ? | .
COc1ccc2cc3cc(C(=O)NCc4cccs4)oc3nc2c1 | ? | .
O=C(c1ccc(F)cc1)C1CCN(C(=O)c2c(F)cccc2F)CC1 | -1% | -9
Fc1ccc(-n2cc(-c3ccccc3)c3c(NN4CCOCC4)ncnc32)cc1 | 19% | 15
Cn1c(=O)c2c(SCc3ccccn3)nc(C3CC3)nc2n(C)c1=O | ? | .
O=C(/C=C/NNC(=O)c1ccccc1)c1ccc(Br)cc1 | ? | .
COc1cc2ccccc2cc1C(=O)NCc1ccncc1 | -7% | 18
CCO[C@@H]1OC(C(=O)NCc2ccccc2)=C[C@H](c2cn(C(C)=O)c3ccccc23)[C@H]1CCCO | -6% | 5
O=C(CN1CCN(S(=O)(=O)c2ccc(C(F)(F)F)cc2)CC1)N1CCNC1=O | ? | .
O=C(Nc1c(Cl)cccc1Cl)C1CCN(C(=O)c2cccs2)CC1 | ? | .

Quoted from the listing for reference:
SMILES | S3 lipid droplet | S3 lipid droplet cell count max
CSc1nnc(C)c(=O)n1COC(=O)COc1ccccc1F | -2% | 1
COc1ccc(CCNC(=O)C(C)SCc2ccccc2)cc1 (stereo not given) | ? | .
NNc1nc2sc3c(c2c(=O)[nH]1)CCc1ccccc1-3 | 8% | 10
Cc1ccc(S(=O)(=O)N(C)c2ccccc2C(=O)N2CCOCC2)cc1 | -24% | 5
CC(Oc1ccc(Br)cc1)C(=O)NNC(=O)CCN1CCN(c2ccccc2)CC1 (stereo not given) | -12%[0.0737 µM] | 1
Cc1ccc2cccc(NC(=S)NC(=O)c3ccn(C)n3)c2n1 | ? | .
COc1ccccc1NC(=O)C(C)Sc1nnnn1C (stereo not given) | ? | .
CN(C)c1ccc(-c2ccccc2)nn1 | ? | .
COc1ccc2cc3cc(C(=O)NCc4cccs4)oc3nc2c1 | ? | .
O=C(c1ccc(F)cc1)C1CCN(C(=O)c2c(F)cccc2F)CC1 | -1% | -9
Fc1ccc(-n2cc(-c3ccccc3)c3c(NN4CCOCC4)ncnc32)cc1 | 19% | 15
Cn1c(=O)c2c(SCc3ccccn3)nc(C3CC3)nc2n(C)c1=O | ? | .
O=C(/C=C/NNC(=O)c1ccccc1)c1ccc(Br)cc1 | ? | .
COc1cc2ccccc2cc1C(=O)NCc1ccncc1 | -7% | 18

Going on with the list.
SMILES | S3 lipid droplet | S3 lipid droplet cell count max
CCOc1ccccc1N1CCN(C(=O)c2ccncc2)CC1 | -29% | 4
O=C(c1ccco1)N1CCC(c2nc3c(nnn3Cc3ccc(F)cc3)c(=O)[nH]2)CC1 | ? | .
Cc1ccc(OCCCc2c(C)n[nH]c2C)cc1 | -1% | -23
CCc1ccc(C(=O)Nc2ccc(OC)c(S(=O)(=O)N3CCCCC3)c2)cc1 | 0% | -13
O=C(Nc1nccs1)c1ccccn1 | ? | .
O=c1cc(-c2ccccc2)[nH]n1-c1nc2ccccc2s1 | -8% | -11
CCN(CC(=O)Nc1ccc2c(c1)OCCO2)C(=O)C(C)Oc1ccc(Cl)cc1 (stereo not given) | ? | .
C#Cc1ccc([C@@H]2C=C(C(=O)OCC=C)O[C@H](OCCCCO)C2)cc1 | ? | .
COc1cc2ccccc2cc1C(=O)Nc1nccs1 | ? | .
CCC1(CC)Cc2ccccc2-c2nc3ccccc3c(=O)n21 | ? | .
Cc1cc(C)nc(SCc2nnc(SCC(=O)N3CCOCC3)o2)n1 | ? | .
O=C(NC(=S)N1CCN(C(c2ccccc2)c2ccccc2)CC1)c1ccc(S(=O)(=O)N2CCOCC2)cc1 | -4% | 1
CC(=O)c1cc(C#N)c(SCc2ccccn2)nc1C | 17% | 7
Cc1ccc(OCC(=O)NCCNC(=O)c2cnccn2)cc1C | ? | .
Cc1ccsc1C(=O)N1CCCC(CO)(Cc2ccccc2F)C1 (stereo not given) | ? | .
COc1ccccc1CNC(=O)C1CCC(=O)N(CCCc2ccccc2)C1 (stereo not given) | ? | .
Cc1cc(C)cc(NC(=S)N(CCCN2CCN(C)CC2)Cc2cccs2)c1 | -9% | -7
O=C1CCCN1c1ccc(C(=O)N(Cc2nnc(-c3ccccc3Cl)o2)C2CC2)cc1 | i | -26
Cc1nnc(NC(=O)CCNC(=O)c2ccccc2Cl)s1 | ? | .
CC(C)CCNC(=O)c1cc([N+](=O)[O-])ccc1N1CCOCC1 | -2% | -14
CN(C(=O)COC(=O)CCc1c[nH]c2ccccc12)c1ccccc1 | i | 28
CCOC(=O)c1c(NC(=O)COC(=O)CCS(=O)(=O)c2ccc(C)cc2)sc(C)c1C | 5% | 7
CC(NS(=O)(=O)c1ccc(Cl)cc1)C(=O)N1CCOCC1 (stereo not given) | ? | .
COc1ccc(NC(=O)Cc2c(Sc3ccccc3)c3ccccc3n2C)cc1 | -11% | .
O=C(CCc1[nH]c2ccccc2c1Sc1ccccc1)N(CCO)CCO | ? | .
COc1cc(-c2[nH]ncc2CN(C)Cc2nonc2C)cc(OC)c1OC | -11% | -5
Cc1cc(=O)oc2cc(NC(=O)COc3ccccc3[N+](=O)[O-])ccc12 | ? | .
CCOc1ccccc1CNC(=O)CNC(=O)c1cccs1 | i | 26
Cc1ccc(S(=O)(=O)N2CCN(C(=O)COC(=O)CNC(=O)c3ccc(Cl)cc3Cl)CC2)cc1 | ? | .
CS(=O)(=O)N(Cc1ccccc1)c1ccc(C(=O)Nc2ccccc2C(=O)O)cc1 | ? | .
Cc1onc(-c2c(Cl)cccc2Cl)c1C(=O)Nc1c(C)n(C)n(-c2ccccc2)c1=O | ? | .
COc1ccc(CCNC(=O)C23CN(Cc4ccccc4)CC2C(c2cccc([N+](=O)[O-])c2)=NO3)cc1 (stereo not given) | i | .
COc1cc(C(=O)N2CCCc3ccccc32)cc(OC)c1OC | 1% | .
COc1ccc(CNC(=O)CN(C(=O)c2csnn2)c2ccc(F)cc2)cc1 | ? | .
Cn1c(SCCOc2cccc(Cl)c2)nnc1-c1ccncc1 | i | -11
COc1cc2c(C#N)c(N3CCc4ccccc4C3)nc(N)c2c(N)n1 | ? | .
CCOC(=O)C1(CC2CCCCO2)CCN(Cc2cccnc2)CC1 (stereo not given) | -9% | 3
COCCN(C(=O)c1snc(C(N)=O)c1N)C(C(=O)NC1CCCCC1)c1cc(OC)c(OC)c(OC)c1 (stereo not given) | ? | .
CC(C)(C)c1ccc(C(=O)NCC(=O)O)cc1 | ? | .
C=C(C)Cn1c(N2CC(C)CC(C)C2)nc2c1c(=O)[nH]c(=O)n2C (stereo not given) | 5% | -1
O=c1[nH]c(SCc2ccccc2)nc2ccsc12 | 12% | .
CC1(C)Cc2c(sc3nc(SCC(=O)O)nc(N)c23)CO1 | ? | .
CCC[C@@H](CN[C@@H](CNC)[C@H](C)CC)NCC1CCC(C(C)(C)C)CC1 (stereo not given in full) | ? | .
C=CCSc1nnc(-c2cc(C(C)(C)C)nn2Cc2ccc(F)cc2)n1C | -1% | 0

These rows are one share of the data; rates above refer to the full screens.
